Screening data deposited in PubChem by several laboratories.
KCNK9 block – blocks the human KCNK9 two-pore domain potassium channel; Q9NPC2; HEK293 KCNK9, FluxOR thallium flux fluorescence; stronger effect = lower value; B-score at 10 µM; hit rate 1.2% among 310,000; AID 488922;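 active = ratio B-score over 3 SD below the library mean, with starting fluorescence within 5 SD of its mean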;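 note: negative B-score means less thallium flux so channel inhibition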
Target sequence (Q9NPC2 whole entry, looked up, the tested form may be a part): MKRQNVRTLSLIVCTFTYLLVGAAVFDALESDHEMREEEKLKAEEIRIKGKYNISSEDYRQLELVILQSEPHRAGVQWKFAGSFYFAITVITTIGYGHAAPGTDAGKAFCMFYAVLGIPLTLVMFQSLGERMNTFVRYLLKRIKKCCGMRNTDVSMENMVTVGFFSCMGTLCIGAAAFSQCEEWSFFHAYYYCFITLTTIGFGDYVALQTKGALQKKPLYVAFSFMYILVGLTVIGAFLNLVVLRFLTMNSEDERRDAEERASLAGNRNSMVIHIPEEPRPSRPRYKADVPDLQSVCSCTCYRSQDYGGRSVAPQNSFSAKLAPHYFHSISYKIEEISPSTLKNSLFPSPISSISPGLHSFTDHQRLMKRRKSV
RGS4 act – RGS4 potentiation or activation; HEK293 M3R/inducible RGS4, carbachol calcium flux Fluo4; stronger effect = lower value; B-score at 10 µM; hit rate 0.92% among 310,000; AID 463111;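 active = B-score of the integrated calcium signal more than 4 SD below the library mean, with starting fluorescence not abnormally high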;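 note: negative B-score means reduced calcium response which marks RGS4 activation or potentiation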
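test system = HEK293 cells with stable M3R and inducible RGS4 | schedule = recording 10 s baseline at 1 Hz, 100 s post-agonist | technique = Fluo4-AM (2 µM) calcium-flux fluorescence, kinetic read | measure = Agonist-evoked peak-minus-minimum fluorescence over baseline, integrated ratio, B score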
HDAC3 inh – inhibitors of human histone deacetylase 3; O15379; recombinant HDAC3, fluorogenic peptide/trypsin coupled, fluorescence; inhibition, % at 8.3 µM; hit rate 0.15% among 320,000; in the data active = inhibition above about 26%, passing the limit was not always enough; inconclusive = no clear call, values can overlap the other calls
KCNK3 block – human KCNK3 channel inhibition, primary screen; CHO-KCNK3 thallium flux, FluxOR fluorescence; stronger effect = lower value; AID 602410; B-score at 10 µM; hit rate 0.84% among 340,000; O14649;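 active = B-score under library mean minus 4 SD, starting fluorescence ratio at most library mean plus 5 SD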;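 note: more negative B-score means stronger inhibition of thallium flux through KCNK3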
hERG rescue – compounds protecting human hERG from proarrhythmic drug block | hit rate 0.51% among 310,000 | Q12809 | CHO-hERG, FluxOR thallium flux, dofetilide IC70 present | activation (rescue from dofetilide block), less the hit threshold, % at 10 µM;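 active = activation above the mean of controls blocked by dofetilide plus 5 SD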;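 note: thallium influx through hERG after potassium depolarization seen as dye fluorescence rise; in these data hits start at about 4.7%; inactives centre near -7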
GSK3B inh – human GSK3beta kinase inhibition; activity score (negative = inhibition), % at 10 µM; GST-GSK3beta kinase, ADP-Glo luminescence, 60 min; stronger effect = lower value; hit rate 0.038% among 300,000; P49841;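 active = more than half of replicate wells score below -50%, meaning over 50% inhibition versus plate controls; inconclusive = some replicates but at most half score below -50%; inactive = no replicate scores below -50%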;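 note: 0% = median DMSO wells and -100% = median GW8510 positive control wells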
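Assay system: GST-fused GSK3beta enzyme, cell-free / Medium: Tris pH 7.5 buffer with MgCl2, DTT, BSA, heparin / Also added: peptide substrate plus 25 µM ATP (final) / Compound: 10 µM single point / Timing: kinase reaction with compound 60 min at room temperature / Detection: ADP-Glo luminescence / Benchmarks: DMSO neutral wells and GW8510 at 20 µM as positive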
KCNQ1 block – human KCNQ1 channel inhibition. hit rate 1.3% among 310,000. P51787. B-score at 10 µM. CHO-K1 KCNQ1, FluxOR thallium flux fluorescence; stronger effect = higher value;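 active = compounds whose thallium flux B-score, printed positive for inhibition, exceeds three library SD while starting fluorescence stays within three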;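 note: channel opened by potassium depolarization with thallium stimulus after 20 min compound exposure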
PolyA inhibitor – yeast polyadenylation inhibition. AID 1875. hit rate 0.02% among 300,000. S. cerevisiae SKY197-pL101 polyadenylation reporter, beta-gal luminescence; efflux-impaired pdr1/pdr3 knockout yeast; score 100 = 6 SD above DMSO. calls only at 12 µM;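 active = lowest replicate activity score at least 50, where 100 means six control SD above control mean; inconclusive = lowest score under 50 but half or more replicates reach 50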;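 note: yeast exposed to compound for 9 h at 30 °C; higher score means more reporter readthrough which indicates perturbed polyadenylation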
Dyrk1A ADPGlo – Dyrk1A (rat) kinase inhibition; hit rate 0.43% among 310,000; AID 504441; Q63470; inhibition, % at 12.5 µM; ADP-Glo luminescence, NFATc1 peptide; in the data active = inhibition above about 50%;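 note: plate controls were vehicle with enzyme for no effect and no enzyme for full effect; many of its hits are not listed in these tables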
KCNQ1 pot – potentiators or activators of human KCNQ1 potassium channel; P51787; CHO-K1 KCNQ1, thallium flux FluxOR fluorescence; stronger effect = higher value; B-score at 10 µM; hit rate 0.35% among 310,000; AID 2648;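 active = fluorescence ratio B-score, a plate-corrected score, at least three library SD, with initial intensity B-score within 5 SD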
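assay system = CHO-K1 cells stably expressing KCNQ1 | medium = assay buffer, equal DMSO in all wells | timing = 37 °C overnight plating, 90-min dark dye load, 20-min compound pretreatment | measured by = kinetic FluxOR thallium fluorescence, 10-s 1-Hz baseline, 110-s post-stimulus read | measure = fluorescence change relative to baseline, converted to B score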
GSK3 alpha inh – inhibitors of human GSK-3 alpha kinase | ADP-Glo luminescence, 60 min | inhibition, % at 10 µM | P49840 | AID 2650 | hit rate 0.1% among 320,000;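 in the data active = inhibition above about 50%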;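 note: GST-tagged GSK-3 alpha with peptide substrate and 25 µM ATP; 0% = DMSO neutral wells and 100% = GW8510 positive control wells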
Target sequence (P49840 whole entry, looked up): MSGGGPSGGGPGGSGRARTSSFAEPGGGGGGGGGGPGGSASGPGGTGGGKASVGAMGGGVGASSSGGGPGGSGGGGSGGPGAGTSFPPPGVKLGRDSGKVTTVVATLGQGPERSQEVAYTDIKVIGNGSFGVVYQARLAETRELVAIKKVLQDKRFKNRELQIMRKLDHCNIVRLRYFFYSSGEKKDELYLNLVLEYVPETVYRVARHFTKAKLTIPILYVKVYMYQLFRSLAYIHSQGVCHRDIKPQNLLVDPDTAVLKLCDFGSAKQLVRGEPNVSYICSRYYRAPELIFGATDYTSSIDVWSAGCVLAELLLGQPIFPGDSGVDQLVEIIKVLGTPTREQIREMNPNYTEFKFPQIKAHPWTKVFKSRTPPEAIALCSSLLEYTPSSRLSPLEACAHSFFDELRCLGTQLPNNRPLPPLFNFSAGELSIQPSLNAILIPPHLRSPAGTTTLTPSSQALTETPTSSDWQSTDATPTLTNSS
* = called active by the depositor; i = inactive; ? = inconclusive; / = no result given. Only part of the results is shown; the hit share may differ from the screen's.

smiles	KCNK9 block	RGS4 act	HDAC3 inh	KCNK3 block	hERG rescue	GSK3B inh	KCNQ1 block	PolyA inhibitor	Dyrk1A ADPGlo	KCNQ1 pot	GSK3 alpha inh
COc1cccc(-c2nc(=S)c3c(n2CCCO)CCCC3)c1	i	i	6	i	-6	-4	i	i	-7	i	2
Cc1onc(-c2ccccc2Cl)c1C(=O)N(Cc1nc(-c2ccccc2)no1)C1CCCCC1	-9.7*	i	-1	i	-10	-1	i	i	4	i	-3
COc1cccc(-n2cc(C(=O)NCCCOC(C)C)c3ccccc3c2=O)c1	i	i	2	i	-6	1	i	i	-3	i	0
CCOC(=O)c1c(CSc2ccccc2)oc2cc(Br)c(O)c(CN(C)C)c12	i	i	-1	i	-13	-2	i	i	-5	i	1
CC(=O)Nc1ccc(S(=O)(=O)NCCC(=O)NCc2ccncc2)cc1	i	i	-1	i	-11	3	i	i	1	i	-1
CC1CCN(S(=O)(=O)c2ccc3c(c2)oc(=O)n3CC(=O)N2c3ccccc3CC2C)CC1 (centres undefined)	i	i	-3	i	-10	1	i	i	14	i	-2
O=C(c1cc2ccccc2oc1=O)N1CCN(Cc2ccc3c(c2)OCO3)CC1	i	i	4	i	-3	-2	i	i	-6	i	1
Fc1cccc(F)c1-n1c(CN2CCOCC2)csc1=S	i	i	9	i	-9	-1	i	i	2	i	-1
CN(CC(=O)Nc1cccc(F)c1)C(=O)c1ccc(NC2CC2)c([N+](=O)[O-])c1	i	i	2	i	-14	2	i	i	0	i	-2
O=C(Nc1nnc(S(=O)(=O)N2CCCCCC2)s1)c1ccccc1Br	i	i	0	i	-6	2	i	i	-3	i	-6
COc1ccc2[nH]c(=O)c(CN(CC3CCCO3)C(=S)Nc3ccc(C)cc3)cc2c1 (centres undefined)	i	i	5	i	-18	-2	i	i	4	i	-1
CCCCC(=O)Nc1ccc(NC(=O)CC)cc1OC	i	i	3	i	-12	-3	i	i	-2	i	0
O=CN1CCN(C(=O)c2cccc([N+](=O)[O-])c2)CC1	i	i	4	i	4	-1	i	i	1	i	2
COc1ccc(OCCSc2nnc(C(C)NC(=O)c3ccccc3F)n2C)cc1 (centres undefined)	i	i	0	i	0	-16	i	i	/	i	-3
CNC(=O)c1cn(-c2ccc(Cl)cc2)c(=O)c2ccccc12	i	i	3	i	-11	1	i	i	-3	i	0
O=C(CN(c1ccc(F)cc1)S(=O)(=O)c1ccccc1)NC1CCCCCC1	i	i	1	i	-1	0	i	i	-1	i	-1
COCCCn1c(Cc2csc(Nc3cccc(Cl)c3)n2)nnc1SCC(=O)OC	i	i	-1	i	-7	7	i	i	0	i	1
NC(=O)c1ccccc1OCCOc1ccc(Br)cc1	i	i	-2	i	-1	1	i	i	-3	i	0
Cn1c(NCc2cccc(Br)c2)nc2ccccc21	i	i	0	i	-14	-2	i	i	-2	i	-2
Cc1cccc(NC(=O)CSCC(=O)Nc2ccc(S(=O)(=O)N3CCOCC3)cc2)c1	i	i	3	i	-16	-2	i	i	2	i	0
CCOC(=O)c1ccc(S(=O)(=O)NNC(=O)c2cccc(N(C)C)c2)cc1	i	i	8	i	-37	-1	i	i	-6	i	-3
COCCNC(=O)COC(=O)c1nsc(Cl)c1Cl	i	i	-5	i	-10	2	i	i	-4	i	0
Cc1onc(-c2c(F)cccc2Cl)c1C(=O)N(C)CC(=O)Nc1cccc(F)c1	i	i	/	i	-5	1	i	i	14	i	/
FC(F)(F)c1cccc(CON=C2CCN(c3ncc(C(F)(F)F)cc3Cl)CC2)c1	i	i	-2	i	-6	0	i	i	-3	i	-2
CCOc1ccc(C2C3=C(CCCC3=O)OC(N)=C2[N+](=O)[O-])cc1 (centres undefined)	i	i	-2	i	-4	-1	i	i	/	i	-3
CSCC(C)N1CCC(CO)(CCc2ccccc2)CC1 (centres undefined)	i	i	0	i	-10	2	i	i	-1	i	-1
O=C1NC(=O)/C(=C/c2cccc(O)c2)N1	i	i	11	i	-2	-7	i	i	13	i	9
COC(=O)c1sccc1NC(=S)N1CCN(c2ccc(F)cc2)CC1	-9.7*	i	5	i	-9	-2	i	i	1	i	-1
Cc1ccc(C(=O)NCC(=O)NNC(=O)CN(C)S(=O)(=O)c2ccc(Cl)cc2)s1	i	i	1	i	-12	-2	i	i	-6	i	-2
CCN(CC(=O)Nc1c(F)cccc1F)C(=O)COc1cccc2c1OC(C)(C)C2	i	i	0	i	-8	-3	i	i	-4	i	-2
O=[N+]([O-])c1cccc(C(O)C23CN4CN(CN(C4)C2)C3)c1 (centres undefined)	i	i	-4	i	-14	1	i	i	18	i	0
CCc1ccc(NC(=O)c2noc(C(C)C)c2[N+](=O)[O-])cc1	i	i	1	i	-4	4	i	i	3	i	4
Oc1oc(-c2ccc(Br)cc2)nc1/C=N/c1ccccn1	i	i	1	i	-7	-1	i	i	2	i	4
Cc1ccc(NC(=O)CCc2nnc3ccc(N4CCC5(CC4)OCCO5)nn23)cc1F	i	i	-3	i	-5	3	i	i	-1	i	1
COc1cc(/C=N/N=C2/NC(=O)C(c3ccccc3)S2)ccc1O (centres undefined)	i	i	?	i	-4	3	i	i	1	i	0
COc1ccc(N2C(=O)NC(=O)C2=O)cc1	i	i	0	i	-4	-1	i	i	-3	i	0
O=c1c2cccnc2[nH]c(=S)n1CCC1=CCCCC1	i	i	1	i	31*	2	i	i	6	27*	-1
O=C(c1ccc(Cl)c(S(=O)(=O)N2CCCCCC2)c1)N1CCCC1	i	i	-3	i	-11	2	i	i	3	i	2
C#CCOCCOCCOCCNc1nc(N2CCN(C(=O)Cn3cc(CCCN=C(N)N)nn3)CC2)nc(N2CCN(C(=O)[C@H]([C@@H](C)CC)n3cc(CCC(=O)O)nn3)CC2)n1	i	i	-8	i	-6	-4	i	i	3	i	-1
COc1cc(Nc2nc3ccccc3nc2NS(=O)(=O)c2ccc([N+](=O)[O-])cc2)cc(OC)c1OC	i	i	1	-12*	-13	2	10*	i	-6	i	-4
CC(=O)Nc1sc2c(c1C(c1ccccn1)N1CCN(C)CC1)CCCC2 (centres undefined)	i	i	0	i	1	3	i	i	13	i	-4
Cc1nc(-c2ccc(C(=O)Nc3cc(S(N)(=O)=O)ccc3C)cc2)cs1	i	i	-14	i	-4	1	i	/	/	i	-1
CC1=C(C(N)=O)C(c2ccccn2)n2nc(-c3ccccc3Cl)nc2N1 (centres undefined)	i	i	/	i	-8	2	i	i	-4	i	/
C=CCN1C(=O)c2ccc(C(=O)NCCc3ccc(OC)c(OC)c3)cc2C1=O	i	i	-2	i	-8	2	i	i	-1	i	1
O=C(COC(=O)/C=C/c1ccc(C(F)(F)F)cc1)NCC1CCCO1 (centres undefined)	i	i	0	i	-12	0	i	i	-4	i	-1
CNC(=O)CS(=O)(=O)CC(=O)Nc1cc(OCCOC)c(Cl)cc1Cl	i	i	0	i	-1	0	i	i	1	i	-2
CC1CCN(C(=O)CSc2nnc(CNc3ccc(F)cc3)n2Cc2ccco2)CC1	i	i	1	i	-3	-3	i	i	-1	i	0
Cc1ccccc1CN1CCN(C(=O)c2ccc(F)cc2)CC1	i	i	0	i	-2	-3	i	i	-5	i	0
CCn1nnc(NC(=O)c2ccccc2Br)n1	i	i	4	i	-10	2	i	i	0	i	0
CC(C)(C)c1ccc(S(=O)(=O)Nc2ccc3c(c2)COC3=O)cc1	i	i	-1	i	-8	2	i	i	0	i	-2
O=C(CCS(=O)(=O)c1cccs1)Nc1ccc(C(=O)NCc2ccc(F)cc2)cc1	i	i	9	i	-2	-2	i	i	-5	i	/
O=C(Cn1nc(CNc2ccc(Cl)cc2)[n+]2c1CCCCC2)c1ccc(Cl)cc1	i	i	-3	i	-10	2	i	i	-6	i	9
N#CC1(c2ccccc2)CCC(NCCc2ccccc2)CC1 (centres undefined)	i	i	1	i	-3	0	i	i	0	i	14
CCOC(=O)c1[nH]c2ccc(Br)cc2c1NC(=O)CNC	i	i	4	i	-6	1	i	i	20	i	0
O=c1ccc(-c2ccc(S(=O)(=O)NCc3cccc(Br)c3)s2)n[nH]1	i	i	7	i	-9	3	i	i	-4	i	0
COc1ccc(C(=O)NC2CC(C)(C)Cc3c2cnn3-c2ccccc2C)c(OC)c1OC (centres undefined)	i	i	10	i	-16	3	i	i	-2	i	-1
NC(=O)C1=C[C@@H](C2CCCCC2)C[C@@H](OCCCCO)O1	i	i	-1	i	-10	0	i	i	-1	i	-1
C=C(C)c1ccc(C(C)(C)NC(=O)N(Cc2ccccc2)Cc2ccco2)cc1	i	i	0	i	-8	-6	i	i	2	i	-6
CN(C)c1oc(-c2ccc(Cl)cc2)nc1S(=O)(=O)c1ccccc1	i	i	12	i	-1	3	i	i	1	i	0
CN1C(=O)C(CCC(N)=O)NC1=S (centres undefined)	i	i	-3	i	-7	0	i	i	10	i	-2
O=C(NCc1ccncc1)C(=O)NCC(c1ccco1)N1CCN(c2ccccc2)CC1 (centres undefined)	i	i	-1	i	-11	3	i	i	-1	i	/
CC(=O)Nc1ccc(NC(C)=C(C#N)C#N)cc1	i	i	0	i	-7	4	i	i	-4	i	-2
Nn1cnnc1N/N=C/c1cc([N+](=O)[O-])c(Cl)cc1Cl	i	i	-4	i	-5	1	i	i	2	i	1

KCNQ1 pot: what is marked active above
| structure | KCNK9 block | HDAC3 inh | KCNK3 block | GSK3B inh | KCNQ1 block | PolyA inhibitor | Dyrk1A ADPGlo | KCNQ1 pot | GSK3 alpha inh |
| --- | --- | --- | --- | --- | --- | --- | --- | --- | --- |
| O=c1c2cccnc2[nH]c(=S)n1CCC1=CCCCC1 | i | 1 | i | 2 | i | i | 6 | 27* | -1 |
